Screening data deposited in PubChem by Sanford-Burnham Center for Chemical Genomics.
Gli-Sufu block – Gli-Sufu pathway antagonists, primary screen, luciferase luminescence, Sufu-KO-LIGHT cells, uHTS; Sufu-KO-LIGHT fibroblasts, Gli luciferase reporter luminescence; actives 0.74% (n = 340,000); inhibition, % at 5 µM;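 active means inhibition above about 55%, limit read from the data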;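 further: 0% = DMSO-treated cells and 100% = wells with medium but no cells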
CXCR6 inh – CXCR6 receptor inhibitors, primary screen, cell-based, beta-arrestin, luminescence, CHO-K1 PathHunter, 1536-well. actives 0.36% (n = 360,000). inhibition, % at 20 µM; in the data active means inhibition above about 34%, passing the limit was not always enough;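 further: antagonist mode with CXCL16 agonist at 10 nM final; 0% = 10 nM CXCL16 with DMSO and 100% = unstimulated wells without agonist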
MPTP block – mitochondrial permeability transition pore inhibitors, primary screen, biochemical, isolated mouse mitochondria, absorbance; inhibition, % at 10 µM; actives 1.4% (n = 360,000); Ca2+ swelling absorbance, 30 min; AID 602449, 2012;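 active means inhibition of 50% or more, scaled per plate between neutral and stimulator controls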;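 further: 0% = DMSO wells given calcium and 100% = 1 mM EGTA wells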
EBI2 block – EBI2 receptor antagonists, beta-arrestin recruitment, primary screen, cell-based, luminescence, 7a,25-OHC stimulation, uHTS; G-protein coupled receptor 183 (Homo sapiens), P32249; 7a,25-OHC stimulated; inhibition, % at 5 µM; actives 0.81% (n = 360,000); AID 651636, 2012; in the data active means inhibition above about 38%;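 further: enzyme fragment complementation signal reports receptor beta-arrestin coupling in cells; 0% = agonist plus DMSO wells and 100% = wells without agonist; some results beyond the cut were filed as inactive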
A3A deaminase – APOBEC3A ssDNA deaminase inhibitors, primary screen, selectivity assay for APOBEC3G inhibitor project, biochemical, FAM/TAMRA oligo cleavage fluorescence; actives 0.41% (n = 330,000); recombinant A3A, FAM/TAMRA ssDNA deamination fluorescence; inhibition, % at 20 µM;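 active means at least 40% inhibition at 20 µM here, with at most 30% in a related deaminase screen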;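 further: plate controls were A3A with DMSO for no effect and wells lacking A3A enzyme for full effect; some results filed as inactive read as strong as hits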
Target sequence (P31941 whole entry, looked up): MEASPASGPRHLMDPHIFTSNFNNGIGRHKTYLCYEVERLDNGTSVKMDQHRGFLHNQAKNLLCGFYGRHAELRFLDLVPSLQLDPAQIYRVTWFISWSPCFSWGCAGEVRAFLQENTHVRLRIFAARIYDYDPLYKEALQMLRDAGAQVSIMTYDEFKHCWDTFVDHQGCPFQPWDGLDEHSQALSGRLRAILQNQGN
A3G deaminase – APOBEC3G DNA deaminase inhibitors, primary screen, biochemical, fluorescence, single-stranded DNA substrate, uHTS | DNA dC->dU-editing enzyme APOBEC-3G (Homo sapiens), Q9HC16 | recombinant A3G, ssDNA deamination FAM/TAMRA fluorescence | inhibition, % at 20 µM | actives 0.28% (n = 330,000);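 active means inhibition of at least 40% at 20 µM, with no more than 30% in the related APOBEC3A deaminase screen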;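 further: plate controls were DMSO wells with A3G for no effect and wells lacking A3G enzyme for full effect; some compounds called inactive have numbers as strong as hits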
NR3A LBD binder – binders of NR3A ligand-binding domain, primary screen, biophysical, differential scanning fluorimetry, uHTS; Glutamate receptor ionotropic, NMDA 3A (GRIN3A) ligand-binding domain; NR3A LBD differential scanning fluorimetry, Tm shift; 0% = protein alone, 100% = glycine-bound protein; Tm shift relative to glycine control, % at 25 µM; actives 2.5% (n = 340,000); AID 1259313, 2017;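 active means melting temperature shift of at least 10% of the positive control shift, at one fixed dose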
CCR6 antag – CCR6 receptor antagonists, primary screen, cell-based, CHO-K1, luminescence, beta-arrestin, uHTS. C-C chemokine receptor type 6 (Homo sapiens), P51684. inhibition, % at 20 µM. CHO-K1 CCR6 PathHunter beta-arrestin, CCL20-stimulated. actives 0.49% (n = 340,000);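 active means compounds whose inhibition of the agonist-driven luminescence signal at 20 µM reaches about 50%, limit read from the data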;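 further: cells stimulated with CCL20 at 14 nM final; plate controls were DMSO with CCL20 for no effect and DMSO without agonist for full effect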
Target sequence (P51684 whole entry, looked up): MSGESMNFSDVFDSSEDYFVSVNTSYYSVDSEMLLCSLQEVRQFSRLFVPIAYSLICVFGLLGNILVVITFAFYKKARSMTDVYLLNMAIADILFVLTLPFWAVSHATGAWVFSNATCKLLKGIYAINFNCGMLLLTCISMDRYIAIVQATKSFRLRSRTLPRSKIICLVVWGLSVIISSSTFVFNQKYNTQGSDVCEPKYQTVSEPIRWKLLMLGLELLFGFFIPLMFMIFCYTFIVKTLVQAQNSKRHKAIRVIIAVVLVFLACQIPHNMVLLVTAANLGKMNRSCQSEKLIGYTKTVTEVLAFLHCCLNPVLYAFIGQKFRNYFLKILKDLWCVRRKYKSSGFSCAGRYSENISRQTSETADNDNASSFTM
Active calls of the source: *; . = no result given.

structure	Gli-Sufu block	CXCR6 inh	MPTP block	EBI2 block	A3A deaminase	A3G deaminase	NR3A LBD binder	CCR6 antag
C=CCn1c(=O)c2ccccc2n2c(SCC(=O)Nc3sc(C)c(CC)c3C(=O)OCC)nnc12	21	11	5.6	22	-7	-8	-2	10
CC(C)C[C@H]1CN([C@@H](Cc2ccc(O)cc2)CN2CCC[C@@H]2CN2C(=O)C(=O)NC[C@@H]2Cc2ccccc2)C(=O)C(=O)N1CC1CCCCCC1	0	13	-0.1	2	.	.	-3	18
O=C(NNS(=O)(=O)c1ccc([N+](=O)[O-])cc1)C1CCCCC1	-8	5	-0.6	-4	0	1	2	-8
CC(=O)Nc1sc2c(c1C#N)CCC2	-4	7	-1.0	-10	7	-2	1	-4
COc1ccc(Cc2nnc(NC(=O)c3cccc([N+](=O)[O-])c3C)s2)cc1	-2	10	3.0	1	-1	-6	-13	10
O=C(O)c1ccccc1C(=O)O	-1	7	-0.3	3	-1	-10	-1	9
Cc1cc(C2CCCCC2)n(O)c(=O)c1	14	20	0.2	3	0	-6	-2	47
COC(=O)c1cc(OC)c(OC)cc1NC(=O)Nc1ccc(OC)cc1OC	1	-4	0.1	-22	3	1	-1	-1
CCOC(=O)c1c(NCc2ccc3c(c2)OCO3)c2ccccc2[nH]c1=O	-2	-14	-0.4	1	3	-2	-1	8
Cc1ccc(NC(=O)CN(C)C(=O)CSc2nnc(C(F)(F)F)n2C)cc1	44	6	0.1	-4	4	-2	0	-2
O=C(NCc1ccc(F)cc1)c1cccc(S(=O)(=O)N2CCCC2)c1	1	2	-0.3	-5	-4	0	1	-3
CC1C=Cc2ccccc2N1C(=O)c1ccccc1 (stereo not given)	1	11	-2.0	1	-2	-9	-1	-1
CC(C)CCSc1nc2c(c(=O)[nH]c(=O)n2C)n1CCCc1ccccc1	9	-7	1.6	-2	-3	-12	3	18
N#Cc1cn(CC(=O)NCCc2c[nH]c3ccccc23)c2ccccc12	5	-12	3.0	29	-5	-2	-12	8
Cc1ccc(S(=O)(=O)N2CCC[C@H]2C(=O)NCc2ccccc2Cl)cc1	-3	1	-0.3	5	-4	-4	-2	-2

3 consecutive records from above:
structure	Gli-Sufu block	CXCR6 inh	MPTP block	EBI2 block	A3A deaminase	A3G deaminase	NR3A LBD binder	CCR6 antag
C=CCn1c(=O)c2ccccc2n2c(SCC(=O)Nc3sc(C)c(CC)c3C(=O)OCC)nnc12	21	11	5.6	22	-7	-8	-2	10
CC(C)C[C@H]1CN([C@@H](Cc2ccc(O)cc2)CN2CCC[C@@H]2CN2C(=O)C(=O)NC[C@@H]2Cc2ccccc2)C(=O)C(=O)N1CC1CCCCCC1	0	13	-0.1	2	.	.	-3	18
O=C(NNS(=O)(=O)c1ccc([N+](=O)[O-])cc1)C1CCCCC1	-8	5	-0.6	-4	0	1	2	-8

Retrieved one by one from the entries so far:
structure	Gli-Sufu block	CXCR6 inh	MPTP block	EBI2 block	A3A deaminase	A3G deaminase	NR3A LBD binder	CCR6 antag
COC(=O)c1cc(OC)c(OC)cc1NC(=O)Nc1ccc(OC)cc1OC	1	-4	0.1	-22	3	1	-1	-1
Cc1ccc(S(=O)(=O)N2CCC[C@H]2C(=O)NCc2ccccc2Cl)cc1	-3	1	-0.3	5	-4	-4	-2	-2
CCOC(=O)c1c(NCc2ccc3c(c2)OCO3)c2ccccc2[nH]c1=O	-2	-14	-0.4	1	3	-2	-1	8
Cc1ccc(NC(=O)CN(C)C(=O)CSc2nnc(C(F)(F)F)n2C)cc1	44	6	0.1	-4	4	-2	0	-2

Continuation:
structure	Gli-Sufu block	CXCR6 inh	MPTP block	EBI2 block	A3A deaminase	A3G deaminase	NR3A LBD binder	CCR6 antag
O=C(CNC(=O)c1ccco1)NCC(=O)OCc1ccccc1Br	8	-2	-4.5	-3	-4	-3	-1	3
Cc1cccc(C(=O)O/N=C2/CC3CCC2(C)C3(C)C)c1 (stereo not given)	4	4	-0.3	-8	4	14	1	16
Cn1c(C(=O)N[C@@H](C(=O)O)c2ccccc2)cc2cc(Cl)ccc21	2	0	0.5	-10	-3	-9	-1	12
O=C(C(Cc1ccccc1)n1cccc1)N1CCN(c2cccc(Cl)c2)CC1 (stereo not given)	4	0	2.5	8	-1	0	-16	26
CCOC(=O)C1C(=O)CC(C)(O)C(C(=O)OCC)C1c1ccc(NC(C)=O)cc1 (stereo not given)	-2	-7	0.3	0	0	0	-2	-1
COc1cc2ccccc2cc1C(=O)N(CCN(C)C)c1nc2c(C)cccc2s1	24	-2	69*	5	-2	-2	1	12
COc1ccc(OC)c(NC(=O)CS(=O)(=O)Cc2nc(-c3ccccc3C)oc2C)c1	-6	-2	-1.2	-5	-3	-8	0	9
C/C(=N\NC(=O)CSc1nc2ccccc2s1)c1cccnc1	4	1	6.0	-2	-1	-7	-1	5
CCC(C(=O)Nc1ccon1)c1ccccc1 (stereo not given)	6	3	-0.2	-2	0	0	-1	7
O=C(CCC1CCCN(C(=O)C2=CCCCC2)C1)N1CCN(c2ccccn2)CC1 (stereo not given)	6	-5	-0.2	-3	-2	-1	-3	13
COC(=O)C(C(=O)OC)c1ccccc1[N+](=O)[O-]	3	5	3.3	-17	-5	-6	-1	-3
COc1ccc(CNc2ncc(-c3ccccc3)n2C)c(OC)c1OC	24	-10	-0.1	3	-9	-7	-1	17
O=C(NCc1cccnc1)Nc1cccc(NC(=O)NCc2cccnc2)c1F	5	1	-1.1	10	-4	-4	-1	2
COc1ccc(Cn2c(O)c(/C=C3/C=CC=N3)c(=O)[nH]c2=O)cc1	-4	4	6.0	13	0	-6	0	12
Cc1cccc(-n2c(=O)cc(N3CCN(c4ccc(F)cc4)CC3)[nH]c2=O)c1	4	-8	0.2	-1	-3	-5	0	10
Cc1ccc(-c2cc3ncc(C#N)c(N)n3n2)cc1	-38	4	0.7	12	-2	-1	1	4
Cn1nc(-c2ccc(OCC(N)=O)cc2)c2ccccc2c1=O	4	5	-1.4	-21	-4	-7	0	6
